Bcl-XL Bim block – disrupts Bim peptide binding to human Bcl-XL; bead flow cytometry, fluorescence; inhibition, % at 10 µM; actives 0.04% (n = 190,000); Q07817
Rab7 wt GTP bind – alters GTP binding to wildtype dog Rab7; actives 0.055% (n = 190,000); GST-Rab7 beads, fluorescent GTP binding, flow cytometry; actives lie on both sides; untreated = 100%, excess cold GTP = 0%; AID 758; GTP binding activity (percent of control), % at 10 µM;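 active = fluorescent GTP binding to Rab7 beads changed by at least 20 points from the 100% baseline, either direction, mostly lower; inconclusive = compound itself probably fluorescent, or too few beads counted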;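 note: median green fluorescence of bound Bodipy-FL-GTP per Rab7 bead population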
Bcl-B Bim block – disrupts Bim peptide binding to human Bcl-B; inhibition, % at 10 µM; Q9HD36; actives 0.073% (n = 190,000); AID 951; bead-based flow cytometry;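 note: 0% = tracer peptide without compound and 100% = reference inhibitor peptide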
Target sequence (Q9HD36 whole entry, looked up): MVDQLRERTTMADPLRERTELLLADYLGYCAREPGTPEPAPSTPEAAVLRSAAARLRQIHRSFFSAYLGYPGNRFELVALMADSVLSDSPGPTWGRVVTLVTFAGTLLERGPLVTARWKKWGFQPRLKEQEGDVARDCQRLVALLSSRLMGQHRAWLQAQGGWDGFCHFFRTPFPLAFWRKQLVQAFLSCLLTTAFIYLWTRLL
Bcl-W Bim block – disrupts Bim peptide binding to human Bcl-W; bead-based flow cytometry; inhibition, % at 10 µM; actives 0.02% (n = 190,000);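 note: 0% = bound tracer without compound and 100% = peptide blocker; higher means less fluorescent Bim peptide bound to Bcl-W beads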
Target sequence (Q92843 whole entry, looked up): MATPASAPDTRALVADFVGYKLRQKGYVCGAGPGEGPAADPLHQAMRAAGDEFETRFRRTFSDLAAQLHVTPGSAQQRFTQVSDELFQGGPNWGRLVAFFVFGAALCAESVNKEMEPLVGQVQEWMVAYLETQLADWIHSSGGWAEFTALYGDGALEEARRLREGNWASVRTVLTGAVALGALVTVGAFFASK
Bim-Bcl-2 – human Bim-Bcl-2 interaction inhibition; P10415; Bead-based flow cytometry, Bim peptide-Bcl-2 binding; inhibition, % at 10 µM; actives 0.06% (n = 190,000); in the data active = inhibition above about 40%; inconclusive = no clear call, values can overlap the other calls;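 note: 0% = no compound wells with probe peptide and 100% = reference peptide inhibitor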
Target sequence (P10415 whole entry, looked up): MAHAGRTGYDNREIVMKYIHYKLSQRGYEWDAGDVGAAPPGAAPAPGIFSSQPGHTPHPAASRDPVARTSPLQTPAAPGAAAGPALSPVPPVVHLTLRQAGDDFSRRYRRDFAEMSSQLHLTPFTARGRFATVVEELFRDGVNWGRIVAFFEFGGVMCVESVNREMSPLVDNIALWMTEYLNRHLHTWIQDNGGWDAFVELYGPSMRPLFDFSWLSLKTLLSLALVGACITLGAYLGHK
Rab2 wt GTP – changes GTP binding to wildtype dog Rab2A, up or down; GST-Rab2 wt beads, Bodipy-GTP binding, flow cytometry; actives 0.19% (n = 190,000); GTP binding activity, % at 10 µM; AID 760; P61105;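 active = GTP binding activity at least 20 points away from 100%, either lowered or raised; inconclusive = signal likely due to the compound's own green fluorescence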;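 note: 0% = beads with excess unlabeled GTP and 100% = no-compound control corrected for plate trend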
HRas wt GTP – modulators of GTP binding to human HRas wildtype; GTP binding activity, % at 10 µM; AID 759; actives 0.14% (n = 190,000); P01112; GST-Ras wt beads, Bodipy-FL-GTP binding, flow cytometry; actives lie on both sides;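 active = GTP binding activity at least 20% away from the 100% baseline, either lowered as inhibitor or raised as activator; inconclusive = flagged as likely green fluorescent, judged across all proteins in the well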;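 note: 0% = unlabeled GTP competition control and 100% = no-compound control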
Target sequence (P01112 whole entry, looked up): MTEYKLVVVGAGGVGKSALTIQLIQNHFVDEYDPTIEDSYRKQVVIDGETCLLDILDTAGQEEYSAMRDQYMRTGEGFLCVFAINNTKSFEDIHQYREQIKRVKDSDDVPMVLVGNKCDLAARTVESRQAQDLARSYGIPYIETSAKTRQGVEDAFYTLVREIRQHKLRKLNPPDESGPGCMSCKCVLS
Rac1 wt modul – modulators of human Rac1 wildtype GTP binding | P63000 | GST-Rac1 beads, fluorescent GTP binding, flow cytometry; actives lie on both sides; 0 = cold GTP competed, 100 = untreated | actives 0.27% (n = 190,000) | GTP binding activity (% of control), % at 10 µM;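 active = GTP binding activity at least 20 points away from the 100% control level, either lower or higher; inconclusive = compound flagged as likely green fluorescent, judged across all proteins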
Bim-Bfl-1 – disrupts Bim binding to human Bfl-1; Q16548; Bead-based flow cytometry, Bim-Bfl-1 binding inhibition; inhibition, % at 10 µM; actives 0.12% (n = 190,000);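 note: 0% = wells without compound plus tracer and 100% = blocker peptide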
Rac1 act GTP bind – alters GTP binding to activated mutant human Rac1. P63000. GST-Rac1 activated beads, fluorescent GTP binding, flow cytometry; actives lie on both sides; 100% means binding = to untreated wells. percent activity (GTP binding), % at 10 µM. actives 0.11% (n = 190,000);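 active = GTP binding at least 20 percentage points away from the 100% baseline, in either direction, so actives lie on both sides; inconclusive = Compound likely fluorescent itself, or too few beads counted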
Cdc42 wt – changes GTP binding to wildtype human Cdc42 | actives 0.2% (n = 190,000) | P60953 | percent activity (GTP binding), % at 10 µM | GST-Cdc42 beads, Bodipy-GTP binding, flow cytometry; actives lie on both sides | AID 761;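 active = percent activity GTP binding at least 20 points away from the 100% baseline, either down as inhibitor or up as activator; inconclusive = compound flagged as likely green fluorescent from well-wide comparison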;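 note: median bead fluorescence of bound Bodipy-FL-GTP at 100 nM; 0% = excess unlabeled GTP control and 100% = no compound control; below 100% means less GTP binding so inhibitor and above means activator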
An asterisk follows results filed as active; ? = inconclusive. Cut-off read from the data, not from the text of the source, unless noted: active = inhibition above about 40%. Not a hit list, and some 0.62% of all compounds hit somewhere here.

Values run as follows: Bcl-XL Bim block	Rab7 wt GTP bind	Bcl-B Bim block	Bcl-W Bim block	Bim-Bcl-2	Rab2 wt GTP	HRas wt GTP	Rac1 wt modul	Bim-Bfl-1	Rac1 act GTP bind	Cdc42 wt
1	Cc1ccc(CNC(=O)C2CCCN2C(=O)NCc2ccccc2)cc1 (stereo not given)
 : 0	99	-1	-1	1	99	100	105	-1	99	102
2	COc1ccc(CC(=O)OCc2nnc(-c3ccccc3)o2)cc1
 : 0	90	0	1	-3	85	86	88	-1	84	85
3	COCCN(C(=O)c1ccco1)c1nnc(-c2ccc(F)cc2)s1
 : -2	106	0	1	0	102	101	103	-1	100	100
4	O=C(c1ccc(CN2CCc3ccccc3C2)cc1)N1CCc2ccccc2C1
 : -3	102	0	-1	1	99	100	99	-1	98	100
5	O=C(CN1C(=O)NC2(CCCC2)C1=O)N1CCN(C(=O)c2ccco2)CC1
 : 3	101	5	0	4	103	102	110	-4	100	103
6	CNCC(=O)Nc1ccc(Cl)c(C(F)(F)F)c1
 : 1	92	0	-2	0	98	96	100	1	98	102
7	COc1cccc(-n2nc(-c3ccnn3-c3ccc(C)cc3)c(=O)n(C)c2=O)c1
 : 1	100	-6	0	-7	101	102	104	-10	98	103
8	COc1ccc(OCCC(=O)Nc2cc(C)on2)cc1
 : -6	100	-11	-1	-13	98	99	106	-16	97	102
9	COC(=O)c1cnn(-c2cc(Oc3ccccc3)ncn2)c1N
 : -9	96	-7	0	-12	101	98	105	-19	99	102
10	CCOC(=O)Nc1n[nH]c(NC(=O)OCC)c1[N+](=O)[O-]
 : 0	104	0	1	1	102	101	103	-2	95	101

Part of the list above in order of length of the SMILES, falling:
Values run as follows: Bcl-XL Bim block	Rab7 wt GTP bind	Bcl-B Bim block	Bcl-W Bim block	Bim-Bcl-2	Rab2 wt GTP	HRas wt GTP	Rac1 wt modul	Bim-Bfl-1	Rac1 act GTP bind	Cdc42 wt
7	COc1cccc(-n2nc(-c3ccnn3-c3ccc(C)cc3)c(=O)n(C)c2=O)c1
 : 1	100	-6	0	-7	101	102	104	-10	98	103
10	CCOC(=O)Nc1n[nH]c(NC(=O)OCC)c1[N+](=O)[O-]
 : 0	104	0	1	1	102	101	103	-2	95	101
3	COCCN(C(=O)c1ccco1)c1nnc(-c2ccc(F)cc2)s1
 : -2	106	0	1	0	102	101	103	-1	100	100

(listing goes on)
Values run as follows: Bcl-XL Bim block	Rab7 wt GTP bind	Bcl-B Bim block	Bcl-W Bim block	Bim-Bcl-2	Rab2 wt GTP	HRas wt GTP	Rac1 wt modul	Bim-Bfl-1	Rac1 act GTP bind	Cdc42 wt
11	Cc1[nH]c2ccccc2c1C(=O)COC(=O)c1c(-c2c(F)cccc2Cl)noc1C
 : 41*	98	21	29	28	100	99	106	43*	101	106
12	CC(C)N(Cc1nc(-c2ccccc2)no1)C(=O)CSc1ccccc1
 : -12	96	-6	0	-13	95	97	95	-13	90	90
13	Cc1cc(C)n(-c2c(F)c(F)c(CO)c(F)c2F)n1
 : -3	93	-3	0	-4	91	93	92	-3	91	92
14	CC(C)N(Cc1nc(-c2ccc3c(c2)OCO3)no1)Cc1nccn1C
 : 0	103	0	0	-1	97	99	99	-5	96	98
15	CCOc1c(O)ccc(C2NC(=O)N(C)C(C)=C2C(=O)OC)c1[N+](=O)[O-] (stereo not given)
 : 0	93	4	-2	-4	96	94	101	5	96	101
16	CC12CCC(C/C1=N/NC(=O)COc1ccccc1Cl)C2(C)C (stereo not given)
 : 0	105	-3	-4	-4	100	96	100	-4	94	97
17	CCOC(=O)C1=C(CC)Nc2ccccc2N/C1=N\S(=O)(=O)c1ccc2ccccc2c1
 : -1	97	0	0	0	97	97	94	-4	95	98
18	Cc1cccc(NC(=O)CSc2nnc(CNC(=O)c3ccc(S(=O)(=O)N(C)C)cc3)n2-c2cccc(C)c2)c1
 : -4	97	-3	-3	-1	97	98	99	-4	98	95
19	COc1ccc(CCC(=O)NCCc2nc3ccccc3[nH]2)cc1
 : 0	108	1	0	-3	103	101	106	-4	99	102
20	CC(C)NC(=O)CN1CCN(Cc2nc(-c3cccs3)no2)CC1
 : -6	103	-15	-6	-7	99	99	97	-9	96	97
21	c1ccc2c(-c3c[nH]c4ccccc34)c3ccccc3nc2c1
 : -3	99	-11	2	-7	97	98	102	-14	100	102
22	CCc1cc(-c2n[nH]c(C)c2-c2nc3ccccc3n2C)c(O)c(CN2CCN(C)CC2)c1O
 : -3	100	-6	-4	-2	97	99	99	-1	97	100
23	COc1ccc2nc(NC(=O)CCNC(=O)c3ccccc3Cl)sc2c1
 : -1	97	-1	-2	-1	95	94	96	-1	95	96
24	COc1cccc(CNS(=O)(=O)c2cc(Br)cc3c2N(C(C)=O)C(C)C3)c1 (stereo not given)
 : -9	101	-9	0	-9	98	103	102	-11	99	101
25	COc1ccccc1NCCC(=O)OCC(=O)NC1CC1
 : -5	102	-6	-5	-7	99	100	101	-10	100	105
26	COc1cc(/C=C/C(=O)Nc2ccc(C)cc2)cc(OC)c1OC
 : -1	104	0	0	0	101	102	105	0	100	105
27	Nc1c2c(nc3ccccc13)CCCC2
 : -2	97	-2	0	2	100	101	102	4	101	104
28	C[C@@H]1NC(=O)c2cc([N+](=O)[O-])cc(I)c2NCC[C@@H](C(N)=O)NC(=O)[C@H](CC(N)=O)NC1=O
 : -5	96	-5	0	-1	100	100	108	-3	93	99
29	Cc1ccccc1Nc1nc(CSc2nnc(-c3ccoc3C)n2C)cs1
 : -5	103	-12	-3	-6	99	100	106	-1	98	97
30	COc1ccccc1Oc1c(C)oc2c(CN3CCN(C)CC3)c(O)ccc2c1=O
 : -4	101	0	-6	0	100	101	102	-5	98	100
31	CCN1CCN(CC(=O)c2ccc(OC)cc2)CC1
 : -4	94	-2	-4	1	99	98	97	1	97	94
32	CC(C)[C@H](NC(=O)c1ccccc1)C(=O)OCC(=O)NCCC1=CCCCC1
 : 0	99	2	0	3	99	98	98	3	97	95
33	COc1ccc(-c2coc3c(CN4CCCCC4)c(O)c(CN4CCCCC4)c(O)c3c2=O)cc1
 : 2	103	-8	7	4	100	102	110	-4	103	106
34	O=S(=O)(c1cccc(-c2cn3cccnc3n2)c1)N1CCCCCC1
 : -2	100	-8	-3	0	98	97	97	2	97	96
35	COC(=O)c1ccc(CSc2nc3c(cnn3-c3ccc(C)c(C)c3)c(=O)[nH]2)o1
 : -2	98	-4	-3	-22	96	97	101	0	95	98
36	O=C(NC(=S)NCCC1=CCCCC1)c1cccnc1
 : -2	106	-8	0	0	102	103	105	-1	99	102
37	O=C(COC(=O)Cc1ccc(S(=O)(=O)N2CCOCC2)s1)Nc1ccc2c(c1)OCO2
 : -1	?	-4	6	-8	?	?	?	-5	?	?
38	COc1ccc2c(c1OC)C(=O)N1N=C(c3ccc(Br)cc3)CC21 (stereo not given)
 : -8	96	-5	-7	-6	93	94	99	0	97	98
39	CCN1C(=O)/C(=C\c2ccncc2)SC1=Nc1ccc(C)c(C)c1
 : -8	95	-5	-5	-5	100	102	100	0	99	91
40	Cc1ccc(/C=N/NC(=O)CN(Cc2ccccc2)S(=O)(=O)c2ccc3c(c2)OCCO3)cc1
 : 29	96	19	19	24	100	99	100	28	97	99
41	COc1cc(OC)c2c(C)c(Cl)c(=O)oc2c1
 : -1	96	0	-3	-3	94	95	92	0	93	95
42	C=CCNC(=O)COc1ccc(S(=O)(=O)Nc2ccc(OCC)cc2)cc1
 : -7	100	-11	-6	0	99	99	103	0	99	101
43	COC(=O)c1ccccc1NC(=O)/C=N/O
 : -3	95	-1	-3	-5	96	98	100	-7	98	97
44	CCC(C)Oc1nc2ccccc2nc1NS(=O)(=O)c1ccccc1 (stereo not given)
 : -4	99	-10	2	-16	97	98	101	-17	94	98
45	O=S(=O)(c1cnccc1N1CCN(/N=C/c2ccccc2)CC1)N1CCCCC1
 : 4	98	-4	-1	0	97	96	96	-1	96	97
46	O=C(C1=C[C@H](c2ccccc2)C[C@H](OCc2ccc(CO)cc2)O1)N1CCN(Cc2ccc3c(c2)OCO3)CC1
 : -1	103	-3	-2	-5	96	95	96	-4	97	94
47	O=C(COc1ccc([N+](=O)[O-])cc1)Nc1ccc(CN2CCOCC2)cc1
 : 0	99	-2	-1	0	101	100	102	-4	101	101
48	C=CCNC(=O)COC(=O)c1ccc(Cl)c(S(N)(=O)=O)c1
 : 2	106	-1	0	-2	99	97	97	-3	96	97
49	CC(C(=O)OCC(=O)Nc1ccc(S(=O)(=O)N2CCCCC2)cc1)N1C(=O)c2ccccc2C1=O (stereo not given)
 : -2	101	0	0	-1	100	99	104	-2	99	101
50	COc1cc2c(cc1OC)C(C(=O)NCc1ccco1)C(c1cccs1)N(C)C2=O (stereo not given)
 : -1	100	-2	-1	0	107	106	103	1	103	105
51	NS(=O)(=O)c1ccc(NS(=O)(=O)c2ccc(NC(=O)c3ccc(-c4ccccc4)cc3)cc2)cc1
 : -1	94	10	1	3	96	96	94	4	95	94
52	CCCC12CN(C(=O)c3ccc(OC)cc3)CC(C)(CN(C(=O)c3ccc(OC)cc3)C1)C2=O
 : -7	99	-5	0	-14	101	100	107	-19	100	101

High-throughput results as filed in PubChem.
